MmCpn inh – inhibitors of Methanococcus maripaludis chaperonin (MmCpn) | Potency, µM (doses to about 76.9 µM), for the others: at the highest dose activity, negative = inhibition, hits mostly inhibitors | 330,000 tested, 0.031% active | purified Mm-Cpn ATPase, ADP Transcreener TR-FRET; note: potency is the fitted concentration of half-maximal effect; % is set by controls: 0 for no effect and ±100 for the full control effect; nearly all actives have a fitted effect of over 80% in size
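Eu-cryptate anti-ADP/ADP-d2 competition gives a ratio inversely related to ADP. Enzyme at 25 nM was pre-exposed to compound for 10 min, then given 10 uM ATP for 30 min, 37°C throughout.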
A549 viability – A549 cytotoxicity, counter-screen for Nrf2 inhibitors; A549 ARE-Fluc cells, CellTiter-Fluor viability, 18-24 h; Potency, µM (doses to about 46 µM), without a hit: at the highest dose activity change, negative = cytotoxicity, hits mostly inhibitors; 390,000 tested, 0.16% active; AID 504648; note: potency is the fitted concentration of half-maximal effect; % is set by controls: 0 for no effect and ±100 for the full control effect
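Cytotoxicity counterscreen: CellTiter-Fluor fluorescence was measured in A549 ARE_Fluc cells after 18-24 h of compound exposure in a concentration series. The subsequent BugLite luminescent read reports ARE-luciferase activity.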
Nrf2 inh – blocks Nrf2 signaling; A549 ARE-Fluc reporter, luciferase luminescence, 18-24 h; Potency, µM (highest dose often 46 µM), without a hit: top-dose activity change, negative = inhibition, most hits filed as inhibitors; 360,000 tested, 2.1% active; note: potency is the fitted concentration of half-maximal effect; % is set by controls: 0 for no effect and ±100 for the full control effect; nearly all actives have a fitted effect of over 60% in size
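Nrf2 activity is the BugLite luminescence, read 15 min after reagent at room temperature, following CellTiter-Fluor cytotoxicity readout (30 min, 37C). Compound titrations were applied for 18-24 h to 5000 A549 ARE_Fluc cells/well in 5% FBS OPTI-MEM.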
TGFb inhibitor – inhibitors of TGF-b signaling; HepG2 CAGA-GFP TGF-b/SMAD3 reporter, GFP fluorescence, 18 h; TGF-beta stimulated, 500 pg/mL final; Potency, µM (highest dose often 46.1 µM), for the others: at the highest dose activity, negative = inhibition, hits mostly inhibitors; 410,000 tested, 1.2% active; AID 588855; note: potency is the fitted concentration of half-maximal effect; % is set by controls: 0 for no effect and ±100 for the full control effect; nearly all actives have a fitted effect of over 65% in size
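Smad-responsive CAGA-GFP expression was quantified in HEPG2 cells exposed to compounds and 500 pg/mL final TGF-beta for 18 h at 37 degrees C; unstimulated wells defined full inhibition.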
EPAC2 antag – EPAC2 (human) antagonism; 360,000 tested, 0.18% active; AID 720708; Q8WZA2; EPAC2 GEF exchange of Rap1B-BODIPY-GDP, fluorescence; Potency, µM (highest dose often 114 µM), for inactives: at the highest dose activity, negative = inhibition, usual class: inhibitors; note: potency is the fitted concentration of half-maximal effect; % is set by controls: 0 for no effect and ±100 for the full control effect; nearly all actives have a fitted effect of over 45% in size; many of its hits are not listed in these tables
Target sequence (Q8WZA2 whole entry, looked up): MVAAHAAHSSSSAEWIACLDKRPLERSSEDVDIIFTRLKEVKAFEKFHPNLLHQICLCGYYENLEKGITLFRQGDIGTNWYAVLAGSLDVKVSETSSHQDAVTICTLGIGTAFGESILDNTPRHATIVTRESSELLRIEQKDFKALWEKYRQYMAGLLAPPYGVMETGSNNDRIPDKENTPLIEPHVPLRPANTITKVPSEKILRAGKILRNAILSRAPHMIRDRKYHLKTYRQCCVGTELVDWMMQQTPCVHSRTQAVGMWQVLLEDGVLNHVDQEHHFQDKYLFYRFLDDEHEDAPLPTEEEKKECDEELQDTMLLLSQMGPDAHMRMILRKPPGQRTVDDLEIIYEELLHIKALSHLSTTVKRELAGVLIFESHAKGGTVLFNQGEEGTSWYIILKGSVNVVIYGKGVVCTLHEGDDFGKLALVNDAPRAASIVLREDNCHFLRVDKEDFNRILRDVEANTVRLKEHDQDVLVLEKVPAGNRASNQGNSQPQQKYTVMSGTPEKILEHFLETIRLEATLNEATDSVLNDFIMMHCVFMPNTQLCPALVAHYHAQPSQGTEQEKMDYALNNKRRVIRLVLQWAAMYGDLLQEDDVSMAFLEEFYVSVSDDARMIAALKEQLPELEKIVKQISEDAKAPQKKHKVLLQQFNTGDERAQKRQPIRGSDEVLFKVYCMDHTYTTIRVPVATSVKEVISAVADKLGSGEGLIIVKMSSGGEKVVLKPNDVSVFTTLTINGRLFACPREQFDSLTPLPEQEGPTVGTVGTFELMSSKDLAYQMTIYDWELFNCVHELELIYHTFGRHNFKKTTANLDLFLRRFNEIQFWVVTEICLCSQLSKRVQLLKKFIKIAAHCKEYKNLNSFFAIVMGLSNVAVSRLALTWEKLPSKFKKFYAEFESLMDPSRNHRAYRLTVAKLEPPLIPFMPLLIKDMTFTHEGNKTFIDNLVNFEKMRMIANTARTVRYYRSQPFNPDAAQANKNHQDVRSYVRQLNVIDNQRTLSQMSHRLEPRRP
EPAC2 agonist – activates human EPAC2 exchange factor; 360,000 tested, 0.079% active; Q8WZA2; Potency, µM (titrated, usually from 154 µM), for the others: top-dose activation, actives largely listed as activators; EPAC2 activation, biochemical qHTS; response scale: 100% = 6.5 mM cAMP response; AID 720711; note: potency is the fitted concentration of half-maximal effect; nearly all actives have a fitted effect of over 50% in size
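Exchange assay: 100 nM EPAC2 with 250 nM Rap1B-BODIPY-GDP and 50 uM GDP. Fluorescence (ex 480/em 540 nm) read every 5 min for 30 min at room temperature. Data normalized to 6.5 mM cAMP as agonist control.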
pAkt inh – blocks phosphorylation of Akt; Neuro2A IGF-stimulated pAkt S473 HTRF, 20 min; hits give low values; 360,000 tested, 0.32% active; activity change, % for hits at 50 µM; in the data active = activity change below about -80%; inconclusive = mostly about -51% to -80%; note: % is set by controls: 0 for no effect and ±100 for the full control effect
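Single-point screen (50 µM final compound) in Neuro2A cells stimulated 20 min with 6 nM IGF at 37 deg C. After lysis, Ser473-phosphorylated Akt read by HTRF (ex 330 nm, em 615/665 nm) as the 665/615 ratio.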
Nrf2 activator – Nrf2 pathway activation; AREc32 ARE-luciferase reporter (MCF7-derived line), luminescence, 24 h; Potency, µM (titrated, usually from 46.1 µM), for the others: at the top dose activation, most hits filed as activators; 410,000 tested, 0.31% active; note: potency is the fitted concentration of half-maximal effect; % of control where 0% means no effect; nearly all actives have a fitted effect of over 65% in size
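For detection, Steady-Glo was added and plates sat 30 min at RT; before that, AREc32_Fluc cells grown overnight in OPTI-MEM/5% FBS had been treated with 23 nL compound for 24 hr at 37 deg C.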
CCT modulator – modulators of cytosolic chaperonin (CCT/TRiC) activity; purified chaperonin ATPase assay, HTRF ADP detection, 30 min; activity change, % (concentration not given with the values), hits read low; 360,000 tested, 0.3% active; in the data active = activity change below about -30%; note: % is set by controls: 0 for no effect and ±100 for the full control effect
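Nucleotide hydrolysis assay: TRiC at 20–40 nM final (set by batch activity) with 10 uM ATP, 30 min at 37 °C, in presence of 76 uM compound. Detection by competitive ADP HTRF, 30 min ambient.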
Starred values were filed as active, the others as inactive; i = inactive; ? = inconclusive; nt = no result given; & = joins results of further samples; [ ] = remark or other dose. Unless noted, calls come from the whole dose curve; as a rule, active = well fitted curve in the direction sought with a large enough effect; inconclusive = small, poorly fitted or top-dose-only effect, or another doubt; inactive = no such curve, though single readings can be large; an effect the other way counts as inactive or inconclusive. An excerpt; rates above refer to the full screens.

SMILES	MmCpn inh	A549 viability	Nrf2 inh	TGFb inhibitor	EPAC2 antag	EPAC2 agonist	pAkt inh	Nrf2 activator	CCT modulator
COC(=O)C1=C(N)OC2=C(C(=O)CC(C)(C)C2)C1c1ccccc1OC (stereo not given)	0%	1%	-5%	17%	-2%	14%	i	15%	-1.3
COc1ccc(CNc2oc(-c3cccc4ccccc34)nc2C#N)cc1	-7%	16%	-15%	?	-7%	3%	i	4.3%	-1.3
CCOC(=O)C1CCN(C(=O)CCCOc2ccccc2)CC1	0%	-5%	11%	37%	16%	8%	i	2.3%	2.9
Clc1ccccc1CSc1ncccn1	2%	21%	26%	3%	3%	6%	i	0.1%	-6.6
COc1ccc(NC(=O)CN(C)C(=O)Cc2coc3cc(C)c(C)cc23)cc1	1%	-12%	-27%	?	-5%	3%	i	-0.2%	-1.1
N#Cc1ccc(-c2nc3ccc(Br)cn3c2Cc2cccc(Cl)c2)cc1	nt	nt	nt	-27%	-18%	9%	i	4.2%	1.8
O=C(CNC(=O)c1cccs1)Nc1ccc2c(c1)OCCO2	2%	8%	?	0%	1%	17%	i	-1.1%	-1.9
COc1ccc(CCNC(=O)CC2SC(N)=NC2=O)cc1OC (stereo not given)	2%	1%	0%	-12%	3%	2%	i	-0.1%	-8.4
Cc1ccc(-n2nc3c(N4CCC(C(=O)NC(C)C)CC4)nnc(C)c3c2C)cc1	nt	-1%	?	?	nt	nt	nt	-0.8%	nt
O=C(CCSc1nc(-c2ccco2)cc(C(F)(F)F)n1)NCC1CCCO1 (stereo not given)	-2%	-17%	?	7%	-4%	-3%	i	-0.6%	-5.7
C=CCNC(=O)C(C#N)c1nc2ccccc2nc1N1CCN(Cc2ccccc2)CC1 (stereo not given)	-2%	8%	1%	25%	39%[activator]	15%	i	0.1%	2.7
CCOc1cc(/C=N/NC(=O)c2cccnc2)ccc1OCC(=O)N1CCOCC1	0%	-4%	-5%	11%	10%	-6%	i	1.8%	-3.8
COc1ccc(NC(=O)C(=O)NCCCO)cc1Cl	0%	-6%	1%	3%	10%	4%	i	5.5%	-3.6
CCS(=O)(=O)Nc1ccc(C2=NN(C(=O)c3ccco3)C(c3ccc(C)cc3)C2)cc1 (stereo not given)	-20%	-5%	nt	?	2%	-3%	i	0.9%	1.5
Cc1ccc2c(c1)cc1c(=O)n(CC(=O)NC3CCCCC3)nc(C)n12	nt	0%	8%	3%	nt	nt	nt	-0.7%	nt
CC(=O)Nc1ccc(NC(=O)CCn2c(=S)oc3ccccc32)cc1	1%	3%	-1%	2%	17%	11%	i	-0.3%	-3.1
CC(=O)Nc1ccc(S(=O)(=O)NC2CCS(=O)(=O)C2)cc1Cl (stereo not given)	0%	-2%	5%	11%	9%	5%	i	-0.2%	2.0
Cc1cc(C(=O)N2CCC(C(=O)O)CC2)c(C(F)(F)F)o1	0%	-4%	-11%	6%	11%	5%	i	0.2%	-0.7
Cc1ccc(S(=O)(=O)NNC(=O)c2cccc(O)c2)cc1	1%	-4%	12%	-11%	1%	5%	i	0.1%	-1.8
COCC(=O)Nc1ccccc1C(=O)Nc1ccc(OC)cc1	-1%	3%	?	-14%	-3%[57.1 µM]	6%	i	2.6%	-1.4
O=C(Nc1ccc([N+](=O)[O-])cc1)c1cccc(S(=O)(=O)Nc2cccnc2)c1	0%	-1%	-11%	0%	1%	-1%	i	0.2%	-1.0
COc1ccc(CCNC(=O)Cn2nnc(C(=O)Nc3ccc(Br)cc3)c2N)cc1OC	0%	-15%	-20%	-19%	-12%	4%	i	0.6%	1.0
O=C(NCCS(=O)(=O)N1CCN(c2ccccc2)CC1)c1ccco1	1%	1%	11%	?	13%	-5%	i	-0.3%	0.6
O=C(NCCc1nc2ccccc2[nH]1)/C(=C/c1ccco1)NC(=O)c1ccco1	-1%	-2%	-9%	3%	4%	5%	i	2.8%	1.0
O=C(Cn1cc([N+](=O)[O-])cn1)NCc1ccc(-n2cccn2)cc1	4%	0%	-6%	1%	10%	7%	i	-0.7%	-0.7

An excerpt from above, reduced to EPAC2 antag.
smiles	EPAC2 antag
Clc1ccccc1CSc1ncccn1	3%
COc1ccc(NC(=O)CN(C)C(=O)Cc2coc3cc(C)c(C)cc23)cc1	-5%

Further entries.
SMILES	MmCpn inh	A549 viability	Nrf2 inh	TGFb inhibitor	EPAC2 antag	EPAC2 agonist	pAkt inh	Nrf2 activator	CCT modulator
CCCN1C(=O)c2ccccc2NC1c1ccc(Cl)c(Cl)c1 (stereo not given)	0%	-4%	-11%	1%	28µM*	4%	i	0.5%	1.9
CCN(CC(=O)NC(C)C)C(=O)c1ccc(Cl)cc1	2%	0%	0%	-15%	4%	-10%	i	-0.7%	2.1
Cc1ccc(OCC(=O)NCCCNC(=O)c2cccnc2)cc1C	4%	5%	5.2µM*	3%	4%	10%	i	-0.2%	-2.3
CC[C@H]1C=C[C@@H](C(C(=O)OC)C(=O)OC)CN1C(C)=O	nt	-1%	18%	3%	4%	0%	i	-0.5%	-1.4
CCOc1ccc(Nc2nc3c(c(=O)[nH]2)CCCC3)cc1	1%	-12%	-35%	1%	-3%	11%	i	2.0%	2.8
Cc1cc(C)cc(NC(c2cccc(Cl)c2)c2nnc(-c3ccccc3)o2)c1 (stereo not given)	nt	2%	4%	?	nt	nt	nt	4.5%	nt
CC(C)c1ccc(/C=c2\sc3nc(-c4ccncc4)nn3c2=O)cc1	-1%	2%	-17%	8%	3%	-12%	i	0.0%	-2.1
Cc1ccccc1Cn1c(SCc2ccc(C(=O)NCCc3ccccc3)cc2)nc2ccncc21	nt	?	?	?	nt	nt	nt	6.2%	nt
CCCOc1ccc(-c2csc3ncn(Cc4ccc(C(=O)O)cc4)c(=O)c23)cc1	0%	-5%	8%	1%	-2%	1%	i	4.3%	-0.6
COc1cc(NC(=O)C2(C)CCN2C(C)C)cc(OC)c1OC (stereo not given)	nt	nt	nt	10%	3%	10%	i	0.6%	0.7
CCN1CCN(Cc2c(O)ccc3c(=O)c(Oc4ccccc4C(C)C)c(C(F)(F)F)oc23)CC1	nt	-1%	11%	-1%	nt	nt	nt	-1.6%	nt
CCN(CC)S(=O)(=O)c1cc(C(=O)Nc2ccccc2[N+](=O)[O-])ccc1Cl	-2%	3%	?	16µM*	3%	9%	i	2.8%	-0.1
Cn1nnnc1SCCCNCc1cccc(OCc2ccccc2)c1	nt	-15%	1%	2%	nt	nt	nt	1.3%	nt
Cc1ccc(/C=N/Nc2cc(C)nc(NCc3ccccc3)n2)cc1	-2%	9%	?	?	-11%	21%	i	5.4%	0.7
Nc1ccc(SCC(=O)Nc2cccc([N+](=O)[O-])c2)cc1	2%	1%	1%	-24%	-2%	4%	i	7.9%	-4.4
O=C(O)CSc1ccc(S(=O)(=O)N2CCCC2)cn1	1%	27%	8%	15%	3%	12%	i	-0.6%	-1.7
CC(=O)N1CCN(c2ccc(NC(=O)c3cccc(Cl)c3Cl)cc2)CC1	1%	0%	-6%	-3%	2%	3%	i	0.0%	0.6
COc1ccc(-c2[nH]ncc2/C=N/NC(=O)c2ccc(Br)cc2)c(OC)c1	0%	0%	2%	-21%	-9%	15%	i	-0.2%	-3.1
COP(C)(=O)c1c(C)nn(-c2ccccc2)c1C (stereo not given)	1%	5%	2%	-18%	24%	5%	i	-0.1%	-0.5
COc1cccc(NC(=O)CN(C)C(=O)c2cc3c(s2)CCC3)c1	-2%	1%	1%	14%	1%	-1%	i	0.1%	0.3
Cc1ccc(NC(=O)NC2CCN(S(=O)(=O)c3ccc(F)cc3)CC2)cc1	0%	2%	3%	-9%	5%	-6%	i	0.3%	-1.8
Cc1ccc(N=C2N=C(N)c3ccccc32)cc1C	nt	?	-12%	-15%	5%	-3%	i	3.4%	-1.2
C=C(Br)Cn1c(CCCC)nc2ccccc21	-1%	-17%	-22%	-6%	12%	7%	i	-0.5%	0.2
CCc1ccc(NC(=O)C2CC(=O)N(C(C)C)C2)cc1 (stereo not given)	0%	-6%	2%	36%[activator]	5%	-13%	i	2.1%	-2.7
C[C@H](CO)N1C[C@H](C)[C@@H](CN(C)S(=O)(=O)c2cccs2)OCc2cn(nn2)CCCC1=O	nt	nt	nt	18%	7%	-5%	i	-0.6%	-1.1

The results go on:
SMILES	MmCpn inh	A549 viability	Nrf2 inh	TGFb inhibitor	EPAC2 antag	EPAC2 agonist	pAkt inh	Nrf2 activator	CCT modulator
CCN(CC)c1ccc(NC(=O)CN2CCN(CC(=O)Nc3ccccc3OC)CC2)cc1	-2%	-7%&1%	-8%	-6%&-25%	-8%	0%	i	-0.2%&0.0%	0.7
COc1ccc(S(=O)(=O)N2CCC(C(=O)Nc3ccc(Oc4ccccc4)cc3)CC2)cc1	nt	0%	?	-2%	nt	nt	nt	0.1%	nt
COc1cc(OC)cc(C(=O)Oc2ccc(/C=N/Nc3nc4ccccc4s3)cc2OC)c1	2%	-15%	?	-4%	-1%	7%	i	26%	2.2
COc1ccc(Nc2ccc([N+](=O)[O-])c3nonc23)c(OC)c1	-1%	?	5%	0%	7%	-17%	i	3.9%[9.22 µM]	-3.4
CCOC(=O)C1=C(C)NC2=C(C(=O)CC(c3cccs3)C2)C1c1cccs1 (stereo not given)	-1%	?	?	?	-7%	5%	i	-0.6%	-2.5
CCOC(=O)c1c(NC(=O)C2CC2)sc(C)c1CC	1%	9%	5%	1%	-5%	1%	i	2.4%	0.8
CCCSCCCNC(=O)C1CCN(C(=O)c2cnn(-c3ccccc3)c2-n2cccc2)CC1	nt	11%	23%	?	nt	nt	nt	3.7%	nt
CC(C)N1CCN(c2ccncc2S(=O)(=O)N2CCCCC2)CC1	nt	nt	nt	-1%	1%	0%	i	-0.6%	1.6
CCc1nnc2c(Nc3ccc(N(CC)CC)cc3C)nc3ccccc3n12	nt	3%	-20%	-6%	nt	nt	nt	0.0%	nt

Screens (PubChem)
